From PubChem
GlmU inhibition: inhibition of mycobacterial GlmU enzyme – biochemical, glucosamine-1-phosphate acetyltransferase (AID 1376); Bifunctional protein GlmU (Mycobacterium tuberculosis (strain ATCC 25618 / H37Rv)); M. tuberculosis GlmU acetyltransferase enzyme assay; higher % means a stronger effect; inhibition, %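 (tested at 30 µM in the primary screen)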; hits with a dose series show IC50 in µM; hit rate 0.25% among 220,000; in the data active means inhibition above about 13%;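 further: 0% = complete reaction with vehicle and 100% = reaction without substrate; strong numbers were not always called active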
Mtb RmlCD inh: M. tuberculosis RmlC/RmlD coupled enzyme inhibitors, primary screen, biochemical, compound mixtures, 384-well, from 1536-well plates | dTDP-4-dehydrorhamnose reductase (Mycobacterium tuberculosis (strain ATCC 25618 / H37Rv)) … | RmlC+RmlD coupled enzyme assay, percent inhibition; primary screen in compound mixtures | inhibition, % at 3.6 µM | hit rate 0.03% among 160,000; in the data active means inhibition mostly above about 34%, no sharp cut-off; further: some results filed as inactive read as strong as hits
Target sequence (P9WH09 whole entry, looked up): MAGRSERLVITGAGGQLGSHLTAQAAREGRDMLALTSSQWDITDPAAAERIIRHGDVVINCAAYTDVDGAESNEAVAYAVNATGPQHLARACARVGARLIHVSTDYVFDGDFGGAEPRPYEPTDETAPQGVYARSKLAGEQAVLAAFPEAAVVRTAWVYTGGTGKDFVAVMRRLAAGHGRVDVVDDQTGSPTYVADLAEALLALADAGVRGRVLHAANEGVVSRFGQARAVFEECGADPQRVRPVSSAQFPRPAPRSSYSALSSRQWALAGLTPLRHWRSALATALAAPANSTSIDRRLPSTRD
Target sequence (P9WH11 whole entry, looked up): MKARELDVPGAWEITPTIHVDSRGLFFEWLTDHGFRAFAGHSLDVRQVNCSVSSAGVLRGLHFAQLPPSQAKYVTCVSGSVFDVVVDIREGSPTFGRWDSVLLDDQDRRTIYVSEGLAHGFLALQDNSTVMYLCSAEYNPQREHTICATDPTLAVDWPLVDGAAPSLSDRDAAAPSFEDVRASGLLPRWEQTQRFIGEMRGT
The depositor's hits bear a star; . = no result given. This is a subset; rates above refer to the full screens.

SMILES	GlmU inhibition	Mtb RmlCD inh
Cc1ccccc1C(=O)NC(CC(C)C)C(=O)Nc1ccc(F)c([N+](=O)[O-])c1 (stereo not drawn)	-1.1%	1.2
CCc1nn2c(NCCOC)cc(C)nc2c1-c1ccc(F)cc1	3.5%	4.1
COc1ccccc1NC(=O)C(O)C(O)C(=O)Nc1ccccc1OC (stereo not drawn)	1.4%	.
O=C(CCNS(=O)(=O)c1cccs1)NCc1ccco1	-3.1%	5.9
O=C1c2ccccc2S(=O)(=O)c2cc(C(=O)N3CCN(c4ccc(Cl)cn4)CC3)ccc21	5.2%	.
Cc1noc(NC(=O)c2ccccc2Cl)c1C#N	1.3%	10.4
CC(C)(C)NC(=O)CN(Cc1ccc2c(c1)OCO2)C(=O)CCC(=O)Nc1nccs1	-1.8%	-9.7
CN(CC(=O)Nc1ccccc1-c1ccccc1)Cc1ccccc1Cl	-3.3%	4.8
Cc1cccc(C)c1NC(=O)c1sc(Cl)nc1C	4.2%	2.6
COc1ccc2[nH]c(-c3cccc(F)c3)cc(=O)c2c1	0.9%	.

By substructure: those above containing nitrogen in an aromatic ring (6)
SMILES	GlmU inhibition	Mtb RmlCD inh
CCc1nn2c(NCCOC)cc(C)nc2c1-c1ccc(F)cc1	3.5%	4.1
O=C1c2ccccc2S(=O)(=O)c2cc(C(=O)N3CCN(c4ccc(Cl)cn4)CC3)ccc21	5.2%	.
Cc1noc(NC(=O)c2ccccc2Cl)c1C#N	1.3%	10.4
CC(C)(C)NC(=O)CN(Cc1ccc2c(c1)OCO2)C(=O)CCC(=O)Nc1nccs1	-1.8%	-9.7
Cc1cccc(C)c1NC(=O)c1sc(Cl)nc1C	4.2%	2.6
COc1ccc2[nH]c(-c3cccc(F)c3)cc(=O)c2c1	0.9%	.

New compounds follow:
SMILES	GlmU inhibition	Mtb RmlCD inh
CCn1cc(C(=O)OCC(=O)OC2CC(C)CCC2C(C)C)c(=O)c2ccc(C)nc21 (stereo not drawn)	3.6%	8.0
Cc1c(-c2cc(C(=O)O)no2)cnn1C	4.5%	1.5
Cc1ccc(S(=O)(=O)N(C)C)cc1NC(=S)NCCCn1ccnc1	2.4%	5.7
CC(C)N1CCN(Cc2ccc(C#CC(C)(C)O)s2)CC1CCO (stereo not drawn)	0.7%	-1.0
O=C(NCCN1CCOCC1)c1cn(CCc2ccccc2)nn1	2.3%	-1.5
O=C(O)CN1C(=O)c2ccc(Oc3ccc4c(c3)C(=O)N(CC(=O)O)C4=O)cc2C1=O	9.4%	2.2
O=C(O)c1ccc2[nH]c3c(c2c1)CSCC3	10.5%	6.1
CC1=Nc2ccccc2N=C(NC(=O)/C=C/C(=O)O)C1c1ccccc1 (stereo not drawn)	4.7%	4.1
O=C(Cc1ccccc1)N1CCN(C(=O)c2ccc([N+](=O)[O-])cc2)CC1	-0.7%	6.4
CCOC(=O)c1cccc(NC(=O)c2cnc3ccccc3n2)c1	-3.7%	1.7
COC(=O)c1sccc1S(=O)(=O)Nc1ccc(S(N)(=O)=O)cc1	-3.8%	-4.7
COc1ccc(CN2CCN(Cc3ccccc3)C(CCO)C2)cc1OC (stereo not drawn)	0.1%	-0.4
Cc1cccc(NC(=O)CCSc2nc(C)cc(C)n2)c1	1.5%	.
O=C(Oc1cccc(-n2cnnn2)c1)c1ccccc1	1.1%	3.3
COc1cccc(-c2nn(C)c3sc(C(=O)NCc4ccc(C)o4)cc23)c1	0.7%	-7.0
O=C1CN=C(Nc2cccc(C(F)(F)F)c2)N1C1CCCC1	0.5%	-10.7
COc1ccc(N2C(=O)CCC(C(=O)NCc3ccccn3)C2c2ccc(F)cc2)cc1 (stereo not drawn)	-4.7%	.
COc1ccccc1Cn1c(=S)[nH]c2cc(C(=O)NCC3CCCO3)ccc2c1=O (stereo not drawn)	-3.6%	7.2
CCNC(=S)NNC(=O)CCn1c2ccccc2c2ccccc21	8.7%	.
Cc1cc(Nc2ncc(Cl)cc2Cl)n(-c2ccccc2C)n1	1.5%	4.3

3 records drawn at random from the list so far, as already listed:
SMILES	GlmU inhibition	Mtb RmlCD inh
O=C(Oc1cccc(-n2cnnn2)c1)c1ccccc1	1.1%	3.3
COc1ccc(CN2CCN(Cc3ccccc3)C(CCO)C2)cc1OC (stereo not drawn)	0.1%	-0.4
CCNC(=S)NNC(=O)CCn1c2ccccc2c2ccccc21	8.7%	.

(continued)
SMILES	GlmU inhibition	Mtb RmlCD inh
O=C(NC1CCCCC1)c1ccc(S(=O)(=O)NCc2ccco2)cc1	-1.5%	2.4
CN(/N=C/c1cc(Cl)cc(Cl)c1O)C(=S)NC(C)(C)C	4.3%	12.7
C=CCOc1cccc(C2/C(=C(/O)c3ccc(Cl)cc3)C(=O)C(=O)N2CCN2CCOCC2)c1 (stereo not drawn)	-2.6%	7.0
COc1ccc(C2Nc3cc(OC)ccc3-n3cccc32)cc1 (stereo not drawn)	-2.3%	3.6
CN(c1ccccc1C(=O)Nc1ccc(F)c(F)c1)S(C)(=O)=O	-4.4%	.
O=C(Nc1ccc(F)cc1Cl)c1ccc2c(=O)n3c(nc2c1)CCCCC3	0.0%	.
O=C(Oc1ccc(Nc2ncnc3ccccc23)cc1)c1cccnc1	4.6%	.
Cn1c(=O)n(-c2cccc(Cl)c2)c(=O)n1C	3.9%	-8.4
S=C(Nc1ccccc1Cl)NC1CCN(Cc2ccccc2)CC1	2.7%	8.8
CC(C)(C)NCc1cc2ccccc2[nH]c1=O	0.8%	5.5
O=C(Nc1nc2ccccc2c(=O)[nH]1)c1ccccc1SCc1ccccc1	-2.7%	-13.7
COc1ccc(C(C)=O)cc1CSc1ccccn1	1.6%	4.9
CN(C)c1ccc(/C=C2/C=C(c3ccc4c(c3)CCCC4)OC2=O)cc1	-0.7%	8.9
CCS(=O)(=O)c1ccc2oc(SCC(=O)NCCc3ccc(OC)cc3)nc2c1	-6.3%	4.9
COc1cc(NC(=O)CS(=O)(=O)c2ccc(C)cc2)cc(OC)c1OC	0.6%	.
O=[N+]([O-])c1cccc(/C=N/Nc2nc(N3CCOCC3)nc(N3CCOCC3)n2)c1	-3.9%	.
CC1CC(C)(C)NC(=S)N1CCCC(=O)NCCc1ccc(Cl)cc1 (stereo not drawn)	1.6%	-16.4
CCCC(=O)NC(C)C(c1cccs1)N1CCN(C)CC1 (stereo not drawn)	2.7%	7.0
O=C(NC1CCCCC1)N(CCO)Cc1cc2cc3c(cc2[nH]c1=O)OCCO3	11.0%	.
COc1ccc(-c2nnn(CC(=O)N(CC(=O)NC3CCCC3)Cc3ccco3)n2)cc1OC	-2.2%	0.7
CCCC(=O)NC(c1ccc(OC)cc1)c1ccc2cccnc2c1O (stereo not drawn)	-3.0%	-2.6
COC(=O)c1sccc1NC(=O)c1ccccc1	-5.3%	12.2
COCCn1c(SCC(=O)c2c[nH]c3ccccc23)nnc1-c1ccncc1	0.6%	-3.5
COCCOC(=O)c1c(N)n(Cc2ccccc2)c2nc3ccccc3nc12	-3.7%	.
CO/N=C/c1ccc(Sc2ccc(C)cc2)c([N+](=O)[O-])c1	1.7%	15.3
O=C(CN1C(=O)C2CCCCC2C1=O)N1CCN(c2ccc(F)cc2)CC1 (stereo not drawn)	2.5%	-2.2
Fc1cccc(/C=N/NC(=S)Nc2ccccc2Cl)c1	-0.4%	1.1
COC(=O)c1ccc(NC(=O)C2CC2)o1	0.4%	-8.0
CCN(C(=O)c1cccnc1)c1ccccc1	-0.9%	11.8
CCSc1nnc(NC(=O)C2CC(=O)N(Cc3ccc(C)cc3)C2)s1 (stereo not drawn)	-3.7%	.
Cc1ccc(S(=O)(=O)Nc2ccc(SC(F)F)cc2)c(C)c1	-8.0%	-0.8
C/C(Cn1cnc([N+](=O)[O-])n1)=N/NC(=O)COc1ccccc1Cl	8.0%	-15.8
C=CCNC(=O)c1onc(CSc2cc(C)cc(C)c2)c1C(=O)NCC=C	5.1%	.
C/C(=N\NC(=O)COc1ccc(C)cc1C(C)C)c1ccc(-n2ccnc2)cc1	2.0%	5.1
OCC1(CCCc2ccccc2)CCN(Cc2cc(F)ccc2F)CC1	1.4%	-7.8
CN1CN(c2cccc([N+](=O)[O-])c2)CN=C1N[N+](=O)[O-]	2.4%	-3.1
COc1ccc(OCC(=O)Nc2c3c(nn2C(C)(C)C)CSC3)cc1	-0.3%	2.1
O=c1c2ccccc2ncn1-c1ccc(Cl)cc1Cl	-4.8%	4.3
CCOC(=O)C(O)(c1ccc(NC(=S)NC(=O)c2ccc(Cl)cc2Cl)c(C)c1)C(F)(F)F (stereo not drawn)	-5.1%	-3.0
O=C(CSc1cccc[n+]1[O-])Nc1ccc2c(c1)OCCO2	-0.1%	2.0
CNC(=O)CSc1ncnc2c1cnn2-c1ccccc1	-6.2%	29.5
CCN(CC(=O)Nc1ccc2c(c1)OCCO2)CC(=O)Nc1ccc2c(c1)OCO2	-0.4%	-15.0
CC1=CC(=C(C#N)C#N)c2ccccc2N1C	-4.6%	-12.2
N#Cc1ccccc1NC(=O)C1SC(=Nc2ccccc2)C(C(=O)Nc2ccc(Cl)cc2)=C1N (stereo not drawn)	3.4%	0.7
COc1ccccc1/C=N/Nc1cc(N(C)C)nc(N(C)C)n1	-7.7%	29.5
CNS(=O)(=O)c1ccc(NC(=O)c2ccc(Cl)cc2Cl)cc1	-6.1%	-6.0
Cc1ccc(S(=O)(=O)CCc2nnc(NC(=O)c3cccs3)s2)cc1	3.0%	-6.3
O=S(=O)(NCCSc1ccccn1)c1ccc(Br)cc1	1.8%	5.4
Cc1ccc(C(=O)NCc2ccco2)cc1S(=O)(=O)N1CCCCC1	9.3%	-2.2
COc1cccc(NC(=O)N2CCCC2)c1	2.8%	-9.4
More compounds follow:
SMILES	GlmU inhibition	Mtb RmlCD inh
CNS(=O)(=O)c1c(C)cc(C)c(N(C)S(=O)(=O)c2ccccc2)c1C	4.1%	4.0
Cc1cc([P+](=O)O)c(C)n1-c1ccc(Br)cc1	9.3%	-10.8
Cn1cc2ccc([N+](=O)[O-])cc2n1	1.8%	37.3
Cc1ccc(N/C(SCc2ccccc2C)=C(/C#N)C(=O)NCc2ccco2)cc1C	1.5%	0.2
CCc1cc(C(=O)c2ccc(OC)cc2)c(N)s1	.	-13.4
CC1CN=C(NC(C)c2ccccc2)S1 (stereo not drawn)	-0.4%	7.5
O=c1c(C(c2ccccc2)c2c(O)sc3ccccc3c2=O)c(O)sc2ccccc12	.	18.9
COc1ccc(-c2nnc(NC(=O)c3cc(C)on3)s2)cc1	2.6%	-8.2
NS(=O)(=O)c1ccc(CNC(=O)Cc2ccccc2F)cc1	1.0%	5.4
O=C1CC(c2ccc(Cl)cc2)CC(=O)C1CS(=O)(=O)c1ccccc1 (stereo not drawn)	0.7%	4.9
CCOC(=O)N1CCN(C(=O)CC(=O)Nc2ccc3nc4n(c(=O)c3c2)CCCCC4)CC1	-1.2%	-0.7
CCOC(=O)C1=C(C)Nc2ccccc2N=C1NC(=O)C(CC)c1ccccc1 (stereo not drawn)	5.3%	7.2
CC1=C(C(=O)Nc2ccccc2)C(c2cccs2)n2nnnc2N1 (stereo not drawn)	-4.0%	0.6
CCOc1ccc(CNC(=S)NCc2ccc(OCC)cc2)cc1	-2.5%	-6.8
Cc1ccc(NC(=O)C(C)S)cc1 (stereo not drawn)	5.7%	13.4
Cc1ccc2c(c1)N(C(=O)c1ccco1)C(C)(C)c1ssc(=S)c1-2	4.0%	-10.1
Cn1c(N)c(S(=O)(=O)NCc2ccccc2)c(=O)n(C)c1=O	2.8%	.
O=C(O)CSCC(=O)Nc1ccc(S(=O)(=O)N2CCCCC2)cc1	2.2%	.
CSc1nnc(-c2ccccc2SC)o1	-6.0%	11.8
Cc1ccc[n+](C(C)C(=O)Nc2ccc(C)c([N+](=O)[O-])c2)c1 (stereo not drawn)	-6.4%	-3.2

Filtered by structure, those above with a CF3 group
SMILES	GlmU inhibition	Mtb RmlCD inh
O=C1CN=C(Nc2cccc(C(F)(F)F)c2)N1C1CCCC1	0.5%	-10.7
CCOC(=O)C(O)(c1ccc(NC(=S)NC(=O)c2ccc(Cl)cc2Cl)c(C)c1)C(F)(F)F (stereo not drawn)	-5.1%	-3.0

The listing continues:
SMILES	GlmU inhibition	Mtb RmlCD inh
CC(C)CCNC(=O)C1CC(c2ccc(C(F)(F)F)cc2)=NO1 (stereo not drawn)	1.2%	.
COc1cccc(C(=O)NCC2CCCO2)c1 (stereo not drawn)	-3.2%	-2.1
CC(C)C(=O)Nc1cccc(C(=O)NCCc2ccc(S(N)(=O)=O)cc2)c1	-3.2%	-4.6
Cc1nn(-c2ccccc2)c(C)c1[N+](=O)[O-]	-2.6%	-20.1
CCCS(=O)(=O)n1nc(-c2ccccc2)cc1N	3.9%	7.2
COc1ccc(CN(C(=O)c2ccc3c(c2)OCCO3)C(C(=O)NC2CCCCC2)c2ccc3ncccc3c2)cc1 (stereo not drawn)	0.3%	-4.6
CN1CCN(C(=O)CCc2nc3ccccc3c(=O)[nH]2)CC1	-0.2%	0.8
CCOC(=O)c1ccc(NC(=O)CN(C)S(=O)(=O)c2ccc(OC)cc2)cc1	-4.9%	71.0
O=C(CCN1CCN(C(c2ccccc2)c2ccccc2)CC1)N/N=C/c1ccc(O)cc1O	-6.2%	10.0
CCCn1c(SCC(=O)N2CCN(c3ccc(OC)cc3)CC2)nc2c1c(=O)n(C)c(=O)n2C	-0.7%	2.3
Cc1ccccc1N(CC(=O)NC1CCCC1)C(=O)CS(=O)CC(=O)Nc1ccc2c(c1)OCO2 (stereo not drawn)	0.8%	.
CC(=O)c1ccc(OC(=O)C2c3ccccc3Oc3ccccc32)cc1	-2.4%	.
CCCC(c1nnnn1Cc1ccc(OC)cc1)N1CCN(c2ccccc2OC)CC1 (stereo not drawn)	6.9%	.
CN(C)/C=N/c1c(C#N)nnn1Cc1ccccc1	-1.8%	.
CC(=O)Cc1nsc(NC(=O)c2cc(-c3ccc(Cl)c(Cl)c3)oc2C)n1	-1.8%	.
Cc1ccc(-n2c(-c3ccccc3)cc(=O)nc2C)cc1	-2.1%	.
